P. falciparum M1AAP – malaria alanyl aminopeptidase activity blockers – biochemical, fluorogenic H-Leu-NHMec substrate, 1536-well (AID 1445); recombinant M1AAP, H-Leu-NHMec fluorogenic kinetic assay; higher % means a stronger effect; inhibition, % at 30 µM, or IC50 in µM where a hit was titrated; 220,000 compounds, 0.42% hits;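 active = primary inhibition above the hit cutoff, then over 50% inhibition at one or more dose response concentrations, cut at about 23% in these data, passing the limit was not always enough; inconclusive = conflicting primary data, or primary hits not chosen for dose response; inactive = low primary inhibition, or under 50% at every dose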;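 note: plate controls were DMSO full reaction for no effect and no enzyme background for full effect; strong numbers were not always called active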
PMI inhibitors – inhibitors of human PMI, primary screen, biochemical, fluorescence intensity, coupled assay (AID 1209); purified PMI enzyme, coupled fluorescence intensity; higher % means a stronger effect; 190,000 compounds, 0.42% hits; inhibition, % at 20 µM, or IC50 in µM where a hit was titrated;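 note: plate controls were DMSO vehicle for no effect and wells lacking substrate for full effect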
LYP phosphatase – inhibitors of LYP phosphatase, biochemical, fluorescence intensity, uHTS (AID 1779); recombinant LYP phosphatase, fluorescence intensity; higher % means a stronger effect; inhibition, % at 11.5 µM; hits with a dose series show IC50 in µM; 290,000 compounds, 0.054% hits;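 note: plate controls were vehicle with enzyme for no effect and no enzyme for full effect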
M17LAP inhibition – P. falciparum M17LAP inhibitors, primary screen, biochemical, fluorogenic H-Leu-NHMec substrate, 1536-well (AID 1619); recombinant M17LAP, H-Leu-NHMec fluorogenic kinetic assay; higher % means a stronger effect; inhibition, % at 30 µM; hits with a dose series show IC50 in µM; 220,000 compounds, 0.38% hits;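 active = compound inhibiting the enzyme by more than half at any dose during confirmatory dose-response retesting; inconclusive = strong single-dose inhibitors picked by rank but not retested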;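 note: plate controls were full reaction with DMSO carrier for no effect and no enzyme background for full effect; strong numbers were not always called active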
Yfh1-depleted yeast – mitochondrial function rescue without frataxin homolog – Friedreich's ataxia, plus single-dose screen, dose response (AID 1465); S. cerevisiae Yfh1-off respiration, WST-1 reduction, 72 h; higher fold induction means a stronger effect; fold induction at 50 µM; hits with a dose series show EC50 in µM; 220,000 compounds, 0.074% hits;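 active = fold induction of absorbance versus untreated yeast above a set limit, then at least 30% activation at any dose in follow-up; inconclusive = repeats straddling the limit, or above it without dose testing; inactive = fold induction below the set limit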;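 note: activators that raise dye reduction in frataxin-depleted yeast; strong numbers were not always called active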
WT yeast gro inh – growth inhibition of WT yeast, mitochondrial fusion screen; mitochondrial fusion phenotypic screen, WT strain; inhibition, % at 10 µM; 190,000 compounds, 2.1% hits; AID 1362; in the data active = inhibition above about 58%; tested in S. cerevisiae
XIAP antagonists – small molecules displacing peptide from XIAP – biochemical, IAP family, fluorescence polarization (AID 1018); XIAP BIR domain, fluorescence polarization peptide displacement; higher % means a stronger effect; displacement, % at 20 µM; hits with a dose series show IC50 in µM; 200,000 compounds, 0.007% hits; in the data active = displacement above about 50%; note: a part of the inactive calls stands beside numbers as strong as those of hits
human PMI inhibitors – human PMI inhibitors, high substrate, primary screen, biochemical, fluorescence intensity, high mannose 6-phosphate (AID 1220); recombinant PMI enzyme, coupled fluorescence intensity; higher % means a stronger effect; inhibition, % at 20 µM; hits with a dose series show IC50 in µM; 190,000 compounds, 0.66% hits
TNAP activation fold – stimulation of alkaline phosphatase TNAP activity – biochemical, luminescent, no phosphate acceptor, uHTS, primary screen (AID 1001) | purified TNAP, luminescent activation assay, no phosphate acceptor; higher activation fold means a stronger effect | activation fold at 20 µM; hits with a dose series show EC50 in µM | 200,000 compounds, 0.03% hits; in the data active = activation fold from about 3, or a potency from the dose series; inactive = the rest, 99 in 100 with activation fold below about 1.6; note: many of its hits are not listed in these tables
WT yeast gro inh mutant strain – further read-out of WT yeast gro inh, marked with its call; inhibition, %; mitochondrial fusion phenotypic screen, mutant strain inhibition
Active calls of the source: *; i = inactive; u = inconclusive; x = not tested or not shown. Cut-off read from the data, not from the text of the source, unless noted: active = inhibition above about 50%; inactive = the rest.

Each structure is followed by: P. falciparum M1AAP	PMI inhibitors	LYP phosphatase	M17LAP inhibition	Yfh1-depleted yeast	WT yeast gro inh	WT yeast gro inh mutant strain	XIAP antagonists	human PMI inhibitors	TNAP activation fold
1	CCCCn1c(Cc2ccccc2)nnc1SCC(=O)N1CCOCC1
 : -3%	-11%	2%	13%	i	-12	-1	-3.6%	-11%	1
2	O=C(CSc1nnnn1-c1cccc(Cl)c1)Nc1ccc2c(c1)CCC2
 : -6%	4%	-3%	-5%	i	-13	-2	-1.9%	2%	1.1
3	O=C(Nc1cccnc1)c1cccc(S(=O)(=O)N2CCOCC2)c1
 : 2%	16%	-2%	5%	i	1	-21	-0.8%	12%	1.1
4	COc1ccccc1NS(=O)(=O)c1cccc(NC(=O)NC2CCCCC2)c1
 : 4%	18%	-8%	-4%	i	-11	-7	-1.5%	15%	1.1
5	CCOc1ccc(-c2nc(CSCC(=O)NCc3ccco3)c(C)o2)cc1
 : 7%	11%	-12%	0%	i	6	3	-5.6%	7%	1.1
6	N#Cc1nc(Cc2cccc3ccccc23)oc1N1CCC(C(N)=O)CC1
 : 8%	0%	-4%	4%	i	4	-1	-2.6%	0%	1.1
7	COc1ccc(C(O)P(=O)(OCC(C)C)OCC(C)C)c(OC)c1 (stereo not given)
 : -2%	2%	-3%	-1%	i	3	4	-2.6%	1%	1
8	C/C(=N\O)C1CC(CC(=O)O)C1(C)C (stereo not given)
 : 3%	x	-6%	-1%	i	x	x	x	x	x
9	COc1ccccc1N1CCN(C(=O)CSc2nnc3c4ccccc4n(CC(=O)O)c3n2)CC1
 : 7%	-3%	-4%	25%	i	6	5	-1.1%	-6%	1
10	Cc1ccc(N2C(=O)c3cccc4c(C(=O)O)ccc(c34)C2=O)cc1
 : 11%	-14%	-8%	10%	i	-13	-17	-3.0%	-6%	1
11	N#CC1=C(SCC(=O)NCc2ccccc2)NC(=O)CC1c1ccco1 (stereo not given)
 : 6%	16%	-3%	1%	i	11	14	0.0%	15%	1.3
12	COc1c(S(=O)(=O)Nc2cccnc2)ccc(Cl)c1Cl
 : 4%	6%	-13%	4%	i	-1	-3	-9.2%	2%	1
13	COc1ccc(C2C(C#N)=C(N)Oc3n[nH]c(C)c32)cc1Cn1cc([N+](=O)[O-])cn1 (stereo not given)
 : 0%	8%	-8%	22%	i	-3	3	-3.5%	17%	1
14	CCc1nc(SCC(=O)N2CCCc3ccccc32)c2oc3ccccc3c2n1
 : 2%	3%	1%	3%	i	3	14	-0.2%	14%	1
15	Nc1cccc2nsnc12
 : 8%	x	-5%	8%	i	x	x	x	x	x
16	O=C(CCl)N(CCCNC(=O)C(F)(F)F)c1ccc([N+](=O)[O-])cc1
 : 6%	x	-6%	-1%	i	x	x	x	x	x
17	Cn1c(=O)c2c(nc(SCC(=O)N3c4ccccc4CCc4ccccc43)n2C)n(C)c1=O
 : 0%	14%	-8%	-2%	i	5	21	-3.1%	8%	1.1
18	O=C(CCC(=O)OCC(=O)c1ccc(C(F)(F)F)cc1)OCC(=O)c1ccc(C(F)(F)F)cc1
 : -4%	x	-4%	4%	i	x	x	x	x	x
19	CCn1c(=O)c(NC(=O)c2ccccc2)c2n(c1=S)CCCCC2
 : u	6%	-3%	0%	i	-4	1	-4.7%	2%	1.2
20	COc1cc(C)nc(N(Cc2ccccc2)S(=O)(=O)c2ccccc2)n1
 : 10%	4%	-4%	-5%	i	39	22	-3.8%	2%	1
21	CCn1cc(CN(C)S(=O)(=O)c2cccc([N+](=O)[O-])c2)cn1
 : 1%	-7%	-8%	-3%	i	5	-2	-5.3%	-1%	1.1
22	CN1C(=O)CSc2ccc(NC(=O)NCCC3=CCCCC3)cc21
 : 17%	14%	-5%	-1%	i	-4	2	-6.9%	13%	1.4
23	Cc1cccn2cc(CNc3ccccc3)nc12
 : 2%	8%	-5%	4%	i	0	10	-5.2%	4%	1.1
24	CCOc1ccccc1NC(=O)COC(=O)CN(C)S(=O)(=O)c1ccc(C)cc1
 : 4%	-3%	-1%	10%	i	-14	-11	2.7%	-9%	1.1
25	CC1(C)Oc2ccc(/C=C/C(=O)N3CCOCC3)c(O)c2C(N2CCOCC2)C1O (stereo not given)
 : 13%	11%	2%	11%	i	-7	-29	-6.2%	10%	1.5
26	CC(=O)Nc1ccc(C(=O)CSc2nnc(Cn3nnc4ccccc43)n2C)cc1
 : 1%	-10%	-8%	9%	i	-5	-14	1.1%	-1%	1.1
27	Cc1ccc(NC(=O)COC(=O)CCc2c[nH]c(=O)[nH]2)cc1
 : 4%	-1%	-2%	13%	i	0	7	-7.3%	5%	1.1
28	COc1ccc(C2CC(=O)C(C(c3ccc(O)cc3)C3C(=O)CC(c4ccc(OC)cc4)CC3=O)C(=O)C2)cc1 (stereo not given)
 : 3%	x	-3%	0%	i	x	x	x	x	x
29	Nc1ncnc(Oc2ccccc2F)c1[N+](=O)[O-]
 : 0%	2%	-9%	1%	i	-24	4	0.4%	-3%	1.1
30	O=C(O)CC1Sc2ccccc2NC1=O (stereo not given)
 : -2%	-15%	-3%	0%	i	-5	0	1.4%	-12%	1.1
31	O=C1C2Sc3[nH]c(=O)sc3C(c3ccccc3)C2C(=O)N1c1ccc(Cl)cc1 (stereo not given)
 : 4%	19%	0%	4%	i	5	5	-3.8%	28%	1
32	Cc1nc(NC(=S)NC(=O)c2cccs2)sc1C(=O)N(C)C
 : 5%	14%	-4%	32%	i	8	-37	-5.7%	6%	1
33	CC(=O)NCCc1nc2ccccc2[nH]1
 : 1%	-7%	-7%	3%	i	7	-3	-5.0%	2%	1.1
34	C#CCOc1ccc2c(C)cc(=O)oc2c1
 : 10%	-2%	1%	-31%	i	1	-9	-11%	-3%	1
35	O=C(CC1CCOCC1)Nc1ccc(Cl)c(Cl)c1
 : 4%	-30%	-5%	2%	i	8	12	-5.3%	-18%	1.1
36	O=C(CCCN1C(=O)CCC1=O)Nc1ccc(Cl)c(C(F)(F)F)c1
 : -10%	6%	-7%	4%	i	-4	-2	-8.2%	0%	1
37	Cc1noc(C(=O)NCc2ccccc2)c1Cl
 : -1%	-5%	-12%	-4%	i	-10	-9	-1.6%	-8%	1.1
38	CCCCN(C)CCC(=O)Nc1ccc2c(c1)CCC2
 : 4%	-3%	-3%	8%	i	-4	9	-3.1%	4%	1.1
39	O=C(NC(=S)Nc1ccc(Br)cn1)c1cncc(Br)c1
 : 0%	19%	-5%	4%	i	7	9	-5.0%	10%	0.9
40	COC(=O)c1ccccc1C(=O)N1CCOCCN(C(=O)c2ccccc2C(=O)OC)CCOCC1
 : -4%	-4%	-5%	-19%	i	14	7	-1.1%	-12%	1.1
41	CCOC(=O)/C(C#N)=C\c1cccnc1
 : -2%	0%	-2%	-3%	i	-12	-11	-1.9%	2%	1.1
42	CCN(CC)C(=O)CSc1nc2cccnc2n1-c1ccccc1OC
 : 2%	-16%	-1%	-2%	i	-22	-35	-0.5%	-4%	1.1
43	CCOC(=O)CSc1cc(CSc2ccccc2)nc(-c2ccccc2)n1
 : -5%	8%	0%	6%	i	31	-20	-4.3%	12%	1.2
44	Cc1cccc(S(=O)(=O)N2CCC(CO)(Cc3ccccc3)CC2)c1
 : 2%	20%	-5%	-2%	i	6	2	-2.8%	21%	1.1
45	CCC(OC(=O)c1ccco1)C(=O)NCc1ccco1 (stereo not given)
 : -2%	-2%	-2%	3%	i	3	4	-3.2%	5%	1.1
46	CC(C)NC(=O)NC(=O)CSc1nncs1
 : -4%	5%	-1%	1%	i	-14	-11	-6.8%	-1%	1.1
47	CC(NS(=O)(=O)c1ccc(CCC(=O)NCc2ccco2)cc1)c1ccccc1 (stereo not given)
 : 12%	-4%	-2%	-15%	i	-13	-12	-3.6%	-2%	1
48	O=C(N/C(=C/c1cccnc1)C(=O)N1CCOCC1)c1ccccc1Cl
 : -4%	x	-12%	0%	i	x	x	x	x	x
49	CN(C)c1ccc(C2Nc3ccccc3C(=O)N2CCCN2CCOCC2)cc1 (stereo not given)
 : 0%	x	-4%	-3%	i	x	x	x	x	x
50	COc1ccccc1CN(C)CC(=O)Nc1ccc(Cl)cc1C(F)(F)F
 : 1%	18%	-3%	20%	i	50	7	-3.1%	8%	1
51	COC(=O)c1sc(N)c(C(=O)OC)c1CSc1nc2sc3c(c2c(=O)n1C)CCC3
 : 5%	8%	0%	3%	i	0	-12	-5.6%	7%	1.1
52	COCCCn1c2nc3ccccc3nc2c2c(=O)n(-c3ccccc3OC)cnc21
 : 5%	6%	-7%	4%	i	16	2	-2.6%	3%	1
53	CC(C)NS(=O)(=O)c1ccc(CCC(=O)Nc2cc(Cl)ccc2Oc2ccccc2)cc1
 : 2%	10%	-2%	-1%	i	-9	-5	-4.5%	9%	1.1
54	O=C(/C=C/Nc1cccc([N+](=O)[O-])c1)c1cccs1
 : 11%	-6%	-2%	7%	i	-2	-5	-3.7%	-9%	1.1
55	CCCOP(=O)(c1ccccc1)c1ccccc1
 : 15%	2%	-4%	8%	i	-6	-1	1.3%	-8%	1.1
56	CCCOc1ccc(C(=O)NC(=S)NCc2cccnc2)cc1
 : 8%	-2%	-1%	-6%	i	16	19	-3.8%	0%	1
57	CN(Cc1cccs1)S(=O)(=O)c1cccs1
 : 6%	19%	0%	-2%	i	11	4	-12%	4%	1.1
58	Cc1sc2nc3ccc(N4CCCCC4)nn3c(=O)c2c1C
 : 3%	-16%	4%	27%	i	6	59	-3.9%	-70%	1
59	CCOC(=O)n1c(SCC(N)=O)nc2ccccc21
 : 0%	3%	-6%	0%	i	4	-4	-5.0%	-8%	1.1
60	Cc1cc(-n2c(=O)c(C#N)cc3c(=O)n4cccc(C)c4nc32)no1
 : 5%	-12%	-49%	-26%	i	1	3	-3.5%	-24%	1.2

The list goes on:
Each structure is followed by: P. falciparum M1AAP	PMI inhibitors	LYP phosphatase	M17LAP inhibition	Yfh1-depleted yeast	WT yeast gro inh	WT yeast gro inh mutant strain	XIAP antagonists	human PMI inhibitors	TNAP activation fold
61	Cc1ccc(N2C(=O)C(CC(=O)Nc3cccc(F)c3)N(C3CC3)C2=O)cc1 (stereo not given)
 : -2%	-5%	-3%	-1%	i	-3	8	-1.1%	-9%	1.1
62	CCCCC(c1nnnn1Cc1ccco1)N1CCN(C(=O)c2ccco2)CC1 (stereo not given)
 : 6%	4%	-6%	-1%	x	-18	-5	1.7%	-9%	1.1
63	Cc1c(NC(=O)/C(C#N)=C\c2cccs2)c(=O)n(-c2ccccc2)n1C
 : 10%	3%	2%	30%	i	6	6	-6.1%	-3%	0.9
64	CCOC(=O)CSc1cc(C)nc2ccc(OC)cc12
 : 6%	x	-4%	12%	i	1	-2	-2.4%	x	1
65	COc1cc(C(Nc2ccc(S(=O)(=O)NCC3CCCO3)cc2)C(=O)NC(C)(C)C)cc(OC)c1OC (stereo not given)
 : 2%	x	-10%	-1%	i	x	x	x	x	x

Three entries already listed, ordered by the number in WT yeast gro inh mutant strain, descending.
item	Molecule	WT yeast gro inh mutant strain
27	Cc1ccc(NC(=O)COC(=O)CCc2c[nH]c(=O)[nH]2)cc1	7
7	COc1ccc(C(O)P(=O)(OCC(C)C)OCC(C)C)c(OC)c1 (stereo not given)	4
4	COc1ccccc1NS(=O)(=O)c1cccc(NC(=O)NC2CCCCC2)c1	-7

Source: PubChem (several laboratories)
